Assay outcomes (PubChem)
Avidin bead fluor – green autofluorescence of compounds with avidin beads – biophysical, 488/530 nm, flow cytometry, artefact control, profiling panel; AID 1775, 2009; hit rate 0.38% among 220,000; fluorescence (KMESF) at 10 µM; compound fluorescence 488/530 nm; stronger effect = higher value; in the data active means fluorescence above about 47; further: inactives centre near 10
Bim-Mcl-1 – inhibitors of Bim peptide binding to Mcl-1, primary screen, biochemical, bead-based flow cytometry, multiplex; Induced myeloid leukemia cell differentiation protein Mcl-1 (Homo sapiens), Q07820; Bim peptide-Mcl-1 binding; inhibition, % at 10 µM; hit rate 0.1% among 190,000; AID 1009, 2008; in the data active means inhibition above about 40%;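 further: 0% = no compound tracer wells and 100% = peptide blocker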
Target sequence (Q07820 whole entry, looked up): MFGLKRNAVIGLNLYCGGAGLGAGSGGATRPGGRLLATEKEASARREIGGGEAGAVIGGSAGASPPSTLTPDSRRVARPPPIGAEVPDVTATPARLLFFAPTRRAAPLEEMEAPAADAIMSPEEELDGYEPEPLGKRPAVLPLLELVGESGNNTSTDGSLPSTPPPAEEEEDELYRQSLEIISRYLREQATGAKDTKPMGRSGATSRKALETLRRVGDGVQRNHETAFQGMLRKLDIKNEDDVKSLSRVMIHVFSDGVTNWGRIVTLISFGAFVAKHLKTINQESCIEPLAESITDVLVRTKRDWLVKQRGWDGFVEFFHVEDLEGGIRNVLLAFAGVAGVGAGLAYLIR
Pf gamet viab – late stage P. falciparum gametocyte viability inhibitors, primary screen, ATP luminescence, HTS; P. falciparum stage V gametocytes, 24 h; inhibition, % at 10.9 µM; hit rate 0.065% among 150,000; AID 743093, 2013;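 active means inhibition above the mean plus 3 SD of compounds within the control limits, set per campaign, cut at about 38% in these data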;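 further: 0% = DMSO wells and 100% = medium only without gametocytes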
Mcl1 Bid PPI – Mcl-1/Bid binding inhibitors, primary screen, biochemical, TR-FRET, 1536-well. Induced myeloid leukemia cell differentiation protein Mcl-1 (Homo sapiens), Q07820. TR-FRET Mcl-1/Bid-Dy647 peptide binding. inhibition, % at 21.7 µM. hit rate 0.97% among 220,000. AID 1021, 2008;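 active means compounds that cut the binding signal by more than half at the single screening dose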;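 further: His-tagged Mcl-1 with europium anti-His antibody binding Bid BH3 peptide; 0% = Mcl-1 plus peptide wells and 100% = peptide-only wells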
ABCG2 inh – ABCG2 efflux pump inhibitors, primary screen, multiplex with ABCB1, IgMXP3 cells, flow cytometry. Broad substrate specificity ATP-binding cassette transporter ABCG2 (Homo sapiens), Q9UNQ0. JC-1 efflux. inhibition, % at 6.6 µM. hit rate 0.1% among 190,000;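 active means inhibition above 80%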;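 further: 0% = DMSO and 100% = nicardipine control wells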
Target sequence (Q9UNQ0 whole entry, looked up): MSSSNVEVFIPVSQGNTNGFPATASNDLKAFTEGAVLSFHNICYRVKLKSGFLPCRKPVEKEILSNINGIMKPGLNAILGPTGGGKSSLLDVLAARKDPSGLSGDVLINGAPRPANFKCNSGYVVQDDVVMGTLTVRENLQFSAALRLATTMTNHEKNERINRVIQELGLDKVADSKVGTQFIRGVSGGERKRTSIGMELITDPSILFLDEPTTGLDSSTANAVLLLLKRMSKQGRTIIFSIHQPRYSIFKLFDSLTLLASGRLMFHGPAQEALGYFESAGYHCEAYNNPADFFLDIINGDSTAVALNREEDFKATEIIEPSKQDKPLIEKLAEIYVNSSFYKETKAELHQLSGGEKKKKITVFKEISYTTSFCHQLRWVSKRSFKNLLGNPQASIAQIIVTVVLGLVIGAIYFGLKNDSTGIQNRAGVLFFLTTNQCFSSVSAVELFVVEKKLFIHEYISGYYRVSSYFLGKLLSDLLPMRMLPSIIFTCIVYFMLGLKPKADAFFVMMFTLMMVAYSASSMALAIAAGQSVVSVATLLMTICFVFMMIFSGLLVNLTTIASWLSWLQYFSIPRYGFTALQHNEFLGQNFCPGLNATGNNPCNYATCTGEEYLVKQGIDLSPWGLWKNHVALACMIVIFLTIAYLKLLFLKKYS
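Measure – % inhibition of efflux relative to nicardipine and DMSO · Test system – ABCG2 IgMXP3 and barcoded ABCB1 CCRF-Adr cell mix · Control set – nicardipine as high control, DMSO as low control · Compound – one concentration, 6.6 µM final · Signal – flow cytometry of retained JC-1 fluorescence · Timing – 10 min exposure at 25 °C with rotation, no wash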
GSH fluor – compound fluorescence on glutathione beads, profiling panel, artefact control, biophysical, 488/530 nm, flow cytometry | GSH beads flow cytometry, compound fluorescence 488/530 nm; stronger effect = higher value | fluorescence (KMESF) at 10 µM | hit rate 0.25% among 190,000; in the data active means fluorescence above about 89;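 further: glutathione beads carrying GST-tagged Bcl family fusion proteins plus one bare bead set; values are compound well signal with DMSO vehicle wells as background; inactives centre near 16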
RGS4-Gao reg – modulators of RGS4 binding to Galphao, primary screen, biochemical, multiplexed bead flow cytometry; Guanine nucleotide-binding protein G(o) subunit alpha (Homo sapiens), P09471; actives lie on both sides; binding response (% of control), % at 10 µM; hit rate 0.33% among 220,000; AID 1415, 2008; in the data active means binding response below about 49% or above about 150%; inactive means in between;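 further: fluorescent Galphao activated with aluminum fluoride binding bead-coupled RGS4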
Mcl1 Noxa PPI – Mcl-1/Noxa binding inhibitors, primary screen, biochemical, TR-FRET, 1536-well. hit rate 1.5% among 220,000. TR-FRET Mcl-1/Noxa peptide binding, 2 h. Induced myeloid leukemia cell differentiation protein Mcl-1 (Homo sapiens), Q07820. inhibition, % at 21.7 µM. AID 1022, 2008;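 active means compounds that cut the protein-peptide binding signal by more than 50% relative to plate controls in a single-dose test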;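 further: His-tagged Mcl-1 with rhodamine Noxa BH3 peptide and terbium anti-His antibody; 0% = Mcl-1 plus Noxa peptide wells and 100% = peptide-only wells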
RGS8-Gao reg – RGS8-Galphao binding modulators, primary screen, biochemical, multiplexed bead flow cytometry. Guanine nucleotide-binding protein G(o) subunit alpha (Homo sapiens), P09471. actives lie on both sides. response (percent of control binding), % at 10 µM. hit rate 0.34% among 220,000. AID 1423, 2008; in the data active means response below about 60% or above about 140%; inactive means in between;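 further: Galphao activated as the GDP aluminium fluoride complex binding bead-coupled RGS8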
ABCB1 block – ABCB1 efflux pump inhibitors, primary screen, cell-based, multiplex, flow cytometry, ABCG2 counter-screen. CCRF-Adr cells, JC-1 efflux. inhibition, % at 6.6 µM. hit rate 0.067% among 190,000. ATP-dependent translocase ABCB1 (Homo sapiens), P08183; in the data active means inhibition above about 40%;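 further: 0% = vehicle and 100% = reference inhibitor; higher value means more JC-1 retained so stronger ABCB1 efflux block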
RGS7-Gao – RGS7-Galphao binding modulators, primary screen, biochemical, multiplexed bead flow cytometry | binding response (% of control), % at 10 µM | AID 1439, 2008 | hit rate 0.35% among 220,000 | Guanine nucleotide-binding protein G(o) subunit alpha (Homo sapiens), P09471 | actives lie on both sides; in the data active means binding response below about 49% or above about 150%; inconclusive means no clear call, values can overlap the other calls; inactive means in between;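 further: fluorescent Galphao held in activated GDP-AlF4 state binding bead-coupled RGS7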
The depositor's hits bear a star; ? = inconclusive; / = not tested or not shown.

SMILES	Avidin bead fluor	Bim-Mcl-1	Pf gamet viab	Mcl1 Bid PPI	ABCG2 inh	GSH fluor	RGS4-Gao reg	Mcl1 Noxa PPI	RGS8-Gao reg	ABCB1 block	RGS7-Gao
Cc1ccc(S(=O)(=O)Cc2ccc(C(=O)N3CCCC3)o2)cc1	5	-5.0	/	2.6	0.8	14	101.7	6.5	100.5	0.6	97.0
CC(C)(C)NC(=O)C(Cc1ccccc1)NS(=O)(=O)c1ccc2c(c1)CCC(=O)N2 (stereo unspecified)	15	-3.0	/	-26.2	1.7	18	95.3	3.1	98.5	0.5	99.8
COc1cccc(N2C(=O)N(c3ccccc3)C3CS(=O)(=O)CC32)c1 (stereo unspecified)	28	2.0	/	-17.3	1.5	15	96.0	14.1	98.5	0.6	96.6
Cn1c(=O)c(C(=O)CN2CCOCC2)c(N)n(Cc2ccccc2)c1=O	16	0.0	-16.8	-17.4	0.4	19	102.3	-6.7	99.6	0.0	100.5
CCC(C)C1C(C#N)=C(N)OC2=C1C(=O)CC(C)(C)C2 (stereo unspecified)	10	1.0	/	-7.4	-3.8	23	98.6	-3.7	102.8	-2.6	97.7
CC(=O)c1ccc(NC(=O)COC(=O)c2ccccc2N=Nc2ccc(N(C)C)cc2)cc1	8	2.0	-7.1	-26.2	6.9	11	101.0	15.6	103.8	0.7	102.8
Cc1ccc(C)c(SCc2noc(C(=O)NCC3CCCO3)c2C(=O)O)c1 (stereo unspecified)	11	-1.0	16.8	13.1	4.9	33	101.2	19.3	101.9	0.9	101.7
O=C(NCc1ccccc1)Nc1cccn(Cc2ccccc2Cl)c1=O	11	-3.0	11.5	-4.8	5.9	14	102.8	10.0	100.2	1.0	105.0
Nc1n[nH]c(=S)n1/N=C1/C(=O)Nc2ccccc21	17	0.0	/	21.9	-2.0	9	102.3	70.8*	96.0	-0.5	110.7
Cc1ccc2[nH]c3c(c2c1)CN(C(=O)CN1CC(C)OC(C)C1)CC3 (stereo unspecified)	11	-4.0	-17.9	-9.4	0.7	34	103.1	-1.0	101.9	0.1	99.4
C=CCc1ccccc1OCCSc1nc2ccc([N+](=O)[O-])cc2s1	4	-4.0	-14.4	-1.6	1.8	10	100.6	3.7	97.8	0.6	100.3
CCn1ncc(C2=NOC(C(=O)NCCc3ccccc3)C2)c1C (stereo unspecified)	15	-5.0	/	-18.8	5.3	36	100.7	-0.5	98.9	0.6	100.8
COc1ccc(-n2cc(-c3ccccc3)c3c(NN4CCOCC4)ncnc32)cc1	10	-1.0	-9.0	-14.7	4.2	15	98.0	27.3	99.9	1.4	98.3
CCOC(=O)C1(CCCc2ccccc2)CCN(Cc2ccn[nH]2)CC1	1	-1.0	21.1	-25.0	1.1	9	98.4	9.9	97.6	0.1	97.8
Cc1ccc(-c2csc(NC(=O)c3cccc(N4C(=O)CCC4=O)c3)n2)o1	7	1.0	/	-23.6	-2.1	18	103.5	47.3	99.1	-2.1	99.1
Cc1ccc2c(c1)C(c1ccccc1)N(C(=O)C(C)C)CC(=O)N2 (stereo unspecified)	8	1.0	/	6.2	-1.4	24	101.8	15.3	104.3	-2.2	101.0
CCOC(=O)C1CCCN(C(=O)c2cc(Cl)ccc2Cl)C1 (stereo unspecified)	11	-2.0	/	-10.4	3.8	6	100.7	18.4	98.0	1.3	100.4
CC(=O)Cc1nsc(NC(=O)c2ccc(Cl)cc2Cl)n1	12	-2.0	-1.2	-0.8	0.0	10	101.6	-3.6	100.9	-0.3	97.4
CCCc1nc2oc3c(NCCN(C)C)ncnc3c2c2c1CCCC2	4	-6.0	13.7	-8.7	0.6	5	118.3	-0.9	125.9	0.4	116.8
Cc1ccc(NC(=O)CSc2nnc(Cc3ccccc3)o2)cc1	10	0.0	-18.5	-1.6	10.3	19	100.6	4.0	101.9	0.3	109.1
CCOc1cccc(-c2nc3cc(C)ccc3o2)c1	5	-1.0	15.4	-9.9	3.2	34	102.2	14.1	107.8	0.4	104.8
CCOc1ccc(OCc2ccc(C(=O)NN)o2)cc1	3	/	9.9	-14.8	/	/	100.1	5.6	99.9	/	?
CCC(CC)C(=O)NN(C(=O)c1ccncc1)C1CC(=O)N(c2ccccc2)C1=O (stereo unspecified)	6	/	13.4	-7.5	/	/	98.1	-1.4	101.7	/	?
COc1ccc(OC)c(C(=O)CSc2nnc(-c3cccs3)n2C)c1	13	5.0	/	-5.7	34.9	13	93.1	2.7	91.6	0.2	101.8
Cc1cccc(NC(=O)/C=C/c2ccc([N+](=O)[O-])s2)c1	15	-1.0	-14.7	4.4	3.1	19	103.8	31.9	100.4	0.2	101.9
C/C(N)=C(/C#N)C(=O)COC(=O)c1cccc(O)c1	22	-1.0	4.5	-2.6	6.7	13	98.1	2.2	106.0	1.1	102.6
COc1ccc2[nH]cc(CCn3ccc(O)c(C/C=C/c4ccccc4)c3=O)c2c1	4	-4.0	/	-13.2	5.7	11	99.5	11.4	100.8	0.8	101.1
CCN1CCN(CC(=O)c2ccc(OC)cc2)CC1	13	-4.0	12.6	-21.8	-2.5	12	97.9	10.0	100.1	-0.4	?
CCC(C)Nc1nc(OC)nc(N(C)C#N)n1 (stereo unspecified)	10	0.0	5.7	-31.7	5.2	40	100.2	-2.7	100.3	-0.7	98.5
S=c1[nH]nc(COc2ccccc2)n1/N=C/C=C/c1ccccc1	6	-11.0	30.0	-78.7	-7.0	15	95.5	1.9	96.6	-1.5	97.1
CN(C)S(=O)(=O)c1cccc(C(=O)c2nccn2C)c1	21	1.0	-29.9	-6.3	1.2	14	107.0	-0.6	106.8	0.6	102.2
O=S(=O)(Nc1ccc(-c2csc(-c3ccccc3)n2)cc1)c1ccc(F)cc1	16	-5.0	31.6	14.4	3.5	26	101.4	-1.0	104.3	0.6	105.3
CCOC(=O)c1nnn(-c2nonc2N)c1COc1c(C=O)cccc1OC	6	3.0	/	41.8	0.2	14	102.0	-0.9	102.2	-0.1	102.3
COc1cccc(NC(=O)N[C@@H](Cc2ccccc2)C(=O)O)c1	7	0.0	/	-2.1	1.3	41	101.7	8.6	99.1	0.5	98.5
O=C(C1=NN[C@@H]2C(=O)N(c3cccc(C(F)(F)F)c3)C(=O)[C@H]12)c1ccc2ccccc2n1	12	1.0	0.1	-40.1	-1.3	13	102.0	-13.7	98.9	-0.5	103.1
Cc1ccc(NC(=O)CSc2nnc(CNC(=O)c3ccco3)o2)cc1	5	-2.0	4.8	-35.3	2.8	14	90.5	5.0	95.3	0.9	96.6
Cc1nnc(SCC(=O)Nc2ccc3c(c2)OCO3)o1	3	0.0	7.5	4.5	14.1	30	97.4	6.4	94.2	1.4	97.6
O=C(Nc1ccc(F)cc1)N1CCN(C/C=C/c2ccccc2)CC1	12	-1.0	-12.6	-24.9	4.5	13	102.5	-2.9	103.0	0.4	102.6
COc1ccc(-c2nc(N)nc(C(F)(F)F)c2-c2csc(C)n2)c(O)c1	4	/	-7.9	-33.8	/	/	90.6	-11.1	96.7	/	?
CCCC[n+]1c(-c2ccc(Cl)cc2Cl)csc1Nc1ccccc1	10	-2.0	/	19.5	2.8	11	98.9	12.2	99.9	0.5	98.2
CCN(CC)P(=O)(C(NC(=O)OC)C(F)(F)C(F)(F)C(F)(F)C(F)F)N(CC)CC (stereo unspecified)	8	-4.0	/	-4.1	2.4	27	105.1	11.5	105.2	0.7	106.6
CCOC(=O)N1CCN(C(=O)c2ccc(SC)cc2OC)CC1	10	-1.0	/	-15.8	1.2	27	101.2	5.7	101.8	0.4	99.1
CCOC(=O)c1c(C)nc2c3ccccc3ccn12	6	13.0	/	-37.3	6.5	38	100.2	2.0	98.7	-0.5	101.0
CC(C)COC(=O)/C(C#N)=C/c1cn(Cc2ccccc2)c2ccccc12	6	40.0*	-16.7	-17.1	17.9	10	99.4	-0.5	100.9	2.8	100.7
CCOC(=O)CSc1nc(C)cc(Oc2ccc(=O)n(C)n2)n1	6	-1.0	/	-0.3	2.6	12	96.1	22.1	102.1	1.0	99.1
Cc1cc(NC(=O)CCC(=O)N(c2ccccc2)C2(C(=O)NC3CCCCC3)CCCC2)no1	12	0.0	/	-30.4	-6.0	21	97.5	25.4	104.3	-3.3	100.3
CCc1sc(NC(=O)c2cc3ccccc3oc2=O)nc1-c1cccs1	4	-2.0	-17.5	5.0	-8.4	9	104.7	15.1	107.1	-2.8	98.0
Cc1ccc2cc(CN(CCN3CCCC3)C(=O)Nc3ccc(F)cc3)c(=O)[nH]c2c1C	16	-2.0	/	-1.2	-0.8	22	103.0	-1.6	104.5	-0.1	101.2
CC1=CC(c2ccccc2)n2nc(N3C(=O)C4CC=CCC4C3=O)nc2N1 (stereo unspecified)	10	0.0	/	-42.0	2.0	57	95.3	3.8	100.2	0.2	94.6
O=C1C2C(C(=O)N1/N=C/c1cc(Br)cc([N+](=O)[O-])c1O)C1C=CC2C12CC2 (stereo unspecified)	12	1.0	/	16.9	1.5	27	100.6	24.6	101.6	0.1	98.7
O=c1c2ccccc2nc(-c2ccco2)n1Cc1ccccc1	10	-3.0	1.3	-20.8	8.7	44	102.6	11.1	100.4	-0.5	98.5
O/N=C/c1cn(-c2ccc(Cl)cc2)nn1	8	-1.0	12.4	-9.7	5.8	14	102.3	-3.0	101.6	0.6	107.0
CC(=O)Nc1ccc(OCC=C(Cl)Cl)cc1	10	5.0	/	-4.9	-1.1	54	97.8	5.3	102.2	-0.2	97.6
COc1cc(C2C(C(C)=O)=C(C)Nc3ncnn32)ccc1O (stereo unspecified)	10	-1.0	/	-23.7	-0.5	27	102.9	11.4	100.1	-0.3	107.2

Not a hit list. About 3.3% of those tested had a hit in this group.
